# ABCB6 inh MLPCN: inhibitors of human ABC transporter ABCB6; Q9NP58; K562-ABCB6 porphyrin accumulation, flow cytometry, 1 h; active compounds read low; fluorescence ratio to DMSO, % at 10 µM; 360,000 tested, 0.19% active;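 active means fluorescence ratio to DMSO below 75%, the collection mean minus 3 SD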;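 further: signal is porphyrin accumulated inside mitochondria; 100% equals median channel fluorescence of DMSO control wells; lower ratio means ABCB6 inhibition with less porphyrin fluorescence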
# HTR2A ag: mouse HTR2A agonism via beta-arrestin recruitment; CHO-K1 mHTR2A beta-arrestin complementation, luminescence; percent of 30 µM serotonin response; activation, % at 7.6 µM; 360,000 tested, 0.66% active;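 active means activation above a run cutoff, the mean activation of all tested compounds plus 3 SD, cut at about 14% in these data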;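 further: 0% = plate median of compound wells and 100% = 30 µM serotonin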
# Target sequence (P35363 whole entry, looked up): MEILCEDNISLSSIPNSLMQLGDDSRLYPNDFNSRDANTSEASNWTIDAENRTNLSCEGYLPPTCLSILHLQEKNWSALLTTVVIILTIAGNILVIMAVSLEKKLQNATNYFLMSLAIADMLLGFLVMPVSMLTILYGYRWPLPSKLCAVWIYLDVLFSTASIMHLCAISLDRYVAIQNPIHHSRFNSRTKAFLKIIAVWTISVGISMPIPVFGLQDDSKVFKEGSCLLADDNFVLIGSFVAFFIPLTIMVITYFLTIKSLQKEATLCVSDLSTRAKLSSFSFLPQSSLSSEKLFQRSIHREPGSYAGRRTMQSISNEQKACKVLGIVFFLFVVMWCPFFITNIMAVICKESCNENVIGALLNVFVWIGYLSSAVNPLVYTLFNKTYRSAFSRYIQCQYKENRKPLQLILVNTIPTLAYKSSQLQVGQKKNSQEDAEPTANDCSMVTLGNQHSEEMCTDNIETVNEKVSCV
# Cardio protect: myocardial damage modulation in H9c2 cells | H9c2 cardiomyocytes, H2O2 injury protection, ATPLite, 2 h | protection from H2O2 cell death, % at 20 µM | 360,000 tested, 0.63% active | AID 588492;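 active means compounds giving at least 50% protection of heart cells from peroxide-induced death in the single-dose screen, raw or plate-pattern-corrected value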;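 further: 0% = DMSO wells with peroxide and 100% = DMSO wells without peroxide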
# N-glyco inh: blocks N-linked glycosylation in D54 reporter cells. D54 ERlucT glycosylation luciferase reporter, 24 h; percent of 100 nM tunicamycin response. reporter increase, % at 12.5 µM. 360,000 tested, 0.23% active;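 active means mean luciferase reporter signal, scaled so untreated is 0 and the glycosylation-blocking control 100, at or above a set limit in every replicate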;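 further: luciferase carries N-glycosylation sites so blocking glycosylation raises the light; 0% = median of neutral control wells and 100% = median of 100 nM tunicamycin wells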
# SRC2 inh: inhibits human steroid receptor coactivator 2; Q15596; HEK293 GAL4-SRC2 luciferase reporter, luminescence; inhibition, % at 9 µM; 370,000 tested, 0.17% active; AID 651957;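 active means inhibition above the mean inhibition of all tested compounds plus 3 SD, set per campaign, cut at about 52% in these data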;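 further: 0% = DMSO treated cells and 100% = cells given Gossypol at 36 µM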
# MC4R ag barr: activates human MC4R beta-arrestin recruitment; P32245; U2OS MC4R beta-arrestin complementation, luminescence; percent of melanotan II response, DMSO zero; activation, % at 8.9 µM; 360,000 tested, 0.98% active; AID 540308;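 active means activation above a per-plate cutoff, the mean activation of sample wells on that plate plus 3 SD, cut at about 8% in these data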
# Target sequence (P32245 whole entry, looked up): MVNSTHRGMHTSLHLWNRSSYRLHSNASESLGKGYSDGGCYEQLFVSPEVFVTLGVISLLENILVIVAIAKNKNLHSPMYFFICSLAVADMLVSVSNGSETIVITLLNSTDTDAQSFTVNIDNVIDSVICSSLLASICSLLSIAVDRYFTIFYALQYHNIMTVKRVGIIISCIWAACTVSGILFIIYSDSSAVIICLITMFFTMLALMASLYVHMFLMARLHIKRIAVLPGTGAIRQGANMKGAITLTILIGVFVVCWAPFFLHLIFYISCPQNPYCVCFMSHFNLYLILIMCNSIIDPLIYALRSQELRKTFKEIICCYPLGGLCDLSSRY
# ABHD5-PLIN5 inh: blocks binding of human ABHD5 to perilipin-5; Q00G26+Q8WTS1; Split G. princeps luciferase complementation, luminescence, 4 h; inhibition, % at 4 µM; 360,000 tested, 0.78% active; AID 602281;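 active means inhibition above the mean inhibition across every tested compound plus 3 SD, cut at about 22% in these data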;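 further: 0% = DMSO only wells and the 100% control is not disclosed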
# MC4R antag cAMP: human MC4R antagonism in cAMP assay; P32245; MC4R-expressing cells, MTII-stimulated cAMP, LANCE TR-FRET; inhibition, % at 6.5 µM; 360,000 tested, 0.48% active;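 active means inhibition above its plate's cutoff, the mean of tested wells on that plate plus 3 SD, cut at about 29% in these data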;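 further: 0% = Melanotan II alone and 100% = Melanotan II plus saturating MCL0020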
#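 system = U2OS cells with stable human MC4R expression | also added = Melanotan II challenge after compound preincubation | dosing = one concentration, 6.5 µM nominal | incubation = compound 30 min, challenge 1 h, detection 1 h | measured by = TR-FRET with Eu-cAMP and labeled anti-cAMP, 671 nm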
# TLR9-MyD88 inh: TLR9-MyD88 interaction inhibition; Q9NR96+Q99836; CHO BLA complementation TLR9-MyD88, CCF4 FRET ratio; inhibition, % at 4.98 µM; 340,000 tested, 0.21% active; AID 504734;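 active means inhibition above the mean over all tested compounds plus 3 SD, cut at about 21% in these data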;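 further: 0% = DMSO only wells and 100% = clavulanate BLA inhibitor control wells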
# NOD2-RIPK2 inh: NOD2-RIPK2 protein interaction inhibition. O43353. CHO BLA complementation NOD2-RIPK2, CCF4 ratio. inhibition, % at 4.98 µM. 360,000 tested, 0.38% active. AID 624267; in the data active means inhibition above about 21%;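 further: 0% = vehicle only and 100% = reference blocker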
# Numbers without * were called inactive; x = not tested or not shown. Some of the compounds tested, so the mix of outcomes need not match the whole.
SMILES,ABCB6 inh MLPCN,HTR2A ag,Cardio protect,N-glyco inh,SRC2 inh,MC4R ag barr,ABHD5-PLIN5 inh,MC4R antag cAMP,TLR9-MyD88 inh,NOD2-RIPK2 inh
COCOc1cccc(CN2CCC2(C)C(=O)NCCNC(C)=O)c1 (configuration not stated),93,-2,6,3,2,0.5,2,21,x,-1
O=C(COc1ccc2ccccc2c1Br)N1CCOCC1,86,-4,-5,-2,-29,-1.2,-1,7,2,2
CC1(C(=O)NCc2cccc3ccccc23)CCN1Cc1ccccc1OC(F)F (configuration not stated),96,-3,-12,-7,-23,1.5,0,2,x,-9
COc1ccc(Cl)cc1NC(=O)COC(=O)c1c(-c2ccccc2)noc1C,94,5,-2,-3,0,-0.6,5,12,15,-2
Cc1ccc(C(=O)Nc2ccon2)cc1S(=O)(=O)N1CCOCC1,103,-2,2,1,-11,0.1,-4,10,4,-1
CC1CCCCN1CCCNC(=O)c1c(O)nc2ccccn2c1=O (configuration not stated),97,7,0,1,-4,-0.5,2,3,2,2
CCC(=O)N(Cc1cc(=O)[nH]c2ccccc12)c1ccc(C)cc1,96,-7,1,3,-2,-0.3,-14,0,-1,0
COCCN1C=C2C(=O)C(C)(OC(=O)c3cccs3)C(=O)C=C2C=C1CCCC(=O)OC (configuration not stated),97,3,-4,2,-2,-0.7,0,0,-3,4
CCC1NC(=S)N(C2CCCCC2)C1=O (configuration not stated),99,3,9,-1,2,0.8,-3,5,-4,3
CNC(=O)c1ccc(NC(=O)c2cc(S(=O)(=O)N(C)C)ccc2N2CCCC2)cc1,96,-5,1,4,12,-0.6,-1,-6,-10,-4
O=C1CCCC(=O)C1=C1SCCS1,93,7,-1,2,12,-2.6,1,-3,9,-9
Cc1cc(NC(=O)CSCc2ccc([N+](=O)[O-])cc2)no1,90,0,-6,2,-7,-4.0,-3,1,-8,-3
COc1ccc(-n2nc(C(=O)NCC(=O)Nc3ccccn3)c3ccccc3c2=O)cc1Cl,99,4,-2,3,1,15*,0,-3,-18,-3
O=C(CSc1ncnc2nc[nH]c12)Nc1ccccc1C(F)(F)F,103,1,5,-5,-17,-2.2,-3,1,-3,-4
Cc1ccn2c(=O)nc(SCC(=O)NCc3ccc(F)cc3)nc2c1,97,2,6,2,-10,-2.0,5,0,6,3
N#C/C(=C\c1ccco1)C(=O)NCC1CCCO1 (configuration not stated),97,-3,4,3,-51,-1.8,0,12,1,-4
Cc1ccc(OC(=O)c2cccc(S(=O)(=O)N(C)C)c2)c(-n2nc3ccccc3n2)c1,95,-5,-4,-2,-48,-2.0,11,2,5,-3
Cc1ccc(-c2csc3nc(C)n(N)c(=O)c23)o1,98,2,-8,3,-48,-1.3,5,-8,-2,-10
O=[N+]([O-])c1ccc2nc(-c3ccccn3)[nH]c2c1,98,2,13,-2,-34,-1.3,7,4,3,-10
C[C@@H]1C(=O)O[C@H]2[C@H]1CC[C@@]1(C)C(=O)C=C[C@@](C)(O)[C@H]21,100,1,3,-1,-19,-1.0,1,1,1,3
COc1ccc(N(Cc2cc3ccc(C)cc3[nH]c2=O)C(=O)c2ccco2)cc1,114,-4,-8,-1,-8,-1.4,6,-2,-7,-12
CSc1ccc(-c2cc3c(c4c2ccn4C)C2CCC3O2)cc1 (configuration not stated),99,0,-4,-8,-29,x,0,x,x,-5
CC1=C(C(=O)N2CCCCCC2)CC(CC(=O)NC2CCCC2)C(=O)N1Cc1ccc(C(C)(C)C)cc1 (configuration not stated),97,15*,x,x,-7,x,-6,x,x,-1
Nn1c(SCc2ccc(Br)cc2)nnc1-c1cccnc1,98,-1,2,10,6,1.3,-1,6,0,-4
COc1ccc(CC(=O)Nc2ccc(/C(C)=N/NC(=O)c3ccc(OC)cc3OC)cc2)cc1,102,7,1,2,-20,-1.4,-6,6,-6,2
# Other compounds follow.
SMILES,ABCB6 inh MLPCN,HTR2A ag,Cardio protect,N-glyco inh,SRC2 inh,MC4R ag barr,ABHD5-PLIN5 inh,MC4R antag cAMP,TLR9-MyD88 inh,NOD2-RIPK2 inh
COc1ccc(CCNC(=O)COC(=O)/C=C/c2cc(OC)c(OC)c(OC)c2)cc1OC,96,-2,10,5,-50,-0.6,4,2,-3,-6
O=C(/C=C/c1cc(Br)ccc1O)c1ccco1,92,-5,-14,14,28,-2.4,82*,6,3,21*
COc1ccccc1N1CC(C(=O)NCCC2=CCCCC2)CC1=O (configuration not stated),84,0,-3,2,19,-2.4,-3,6,-3,-1
Cc1cccc(C)c1NC(=O)C(c1ccc(Cl)cc1Cl)N1CCCCC1 (configuration not stated),94,-1,-25,1,-3,-0.3,3,6,7,-4
CCOc1ccccc1NC(=O)Cc1ccccc1OC,97,-8,8,-1,1,-2.5,-1,9,-6,-1
COc1ccc(C(CC(=O)c2ccc(C)cc2)C(C#N)C#N)cc1OC (configuration not stated),101,2,-3,-4,28,0.8,11,30*,-7,3
Cc1ccccc1NC(=O)Cn1cnc2c1c(=O)n(C)c(=O)n2C,96,2,6,1,-4,-0.2,2,7,6,-13
Cc1cc(S(=O)(=O)N2CCCC2)ccc1OCC(=O)NCc1ccccc1,100,-2,1,x,-14,-2.2,-14,2,-9,-8
CC(C)CNS(=O)(=O)c1cc(C(=O)OCC(=O)N(C)C2CCS(=O)(=O)C2)c(Cl)cc1Cl (configuration not stated),99,3,-6,-1,4,-0.1,-4,5,-1,-9
COc1ccc(C(=O)NC(Cn2ccnc2)C(C)(C)C)cc1OC1CCN(C(C)C)CC1 (configuration not stated),98,1,-2,0,-20,0.7,-4,20,-4,-8
COc1ccc(Cl)cc1S(=O)(=O)Oc1ccc(NC(C)=O)cc1,98,3,-8,1,-22,0.6,11,8,4,-6
COc1ccc(/C=N/S(=O)(=O)CCc2ccccc2)c(OC)c1,99,-2,7,3,-11,-2.1,1,10,-11,-4
Cc1ccc(-c2ccc(NC(=O)C3C4C=CC(C4)C3C(=O)O)cc2)o1 (configuration not stated),102,4,-3,-1,-44,0.0,20,-4,0,-13
COc1ccc(/C=C/C(=O)N2c3ccccc3Sc3ccc(C(F)(F)F)cc32)cc1,102,-8,-8,-3,-7,1.9,-7,4,0,10
Cc1ccc(N(CC(=O)NC(C)(C)C)C(=O)CCC(=O)Nc2ccccn2)cc1,92,5,14,-1,3,-1.0,3,8,-1,3
COc1cccc(Cn2cnc(-c3ccccc3OC)c2-c2cc(C)cc(C)c2)c1,99,-1,x,x,1,x,-6,x,x,-15
COc1ccc(OC)c(S(=O)(=O)Nc2ccc(F)cc2)c1,99,-1,-5,0,-21,-0.7,8,-3,8,-2
O=C(Nc1ccc(Cl)cc1)Nc1ccc(S(=O)(=O)Nc2ncccn2)cc1,102,-2,-5,1,4,1.6,0,18,7,3
COc1cccc(C2CC(c3ccc(C(C)C)cc3)n3nc(N)nc3N2)c1 (configuration not stated),96,1,-5,-2,-8,8.0,-8,-4,-2,-13
COc1cc(C=O)ccc1OC(=O)N1CCOCC1,99,4,14,1,-13,1.4,-1,17,6,3
CC(C)(C)[C@H]1COC(=O)CC/C=C\C[C@H](CC(=O)N(CCO)Cc2ccccc2)C(=O)N1,94,-7,2,2,-12,-0.7,2,-2,-24,0
CCOC(=O)c1c(C)oc2c1c(C(c1ccccc1)N1CCOCC1)c(O)c1ccccc12 (configuration not stated),91,0,-18,17,-65,0.3,-20,-4,-9,-3
Cc1occc1C(=O)N1CCCC(N2CCN(c3ccccc3F)CC2)C1 (configuration not stated),99,-1,2,1,22,-0.6,5,7,-5,-11
O=C(CSc1nc2ccccc2[nH]1)N/N=C/c1ccncc1,99,3,2,1,-41,-1.7,-2,15,x,-3
O=C(CN(C(=O)CCC(=O)Nc1nccs1)c1cccc(F)c1)NCCc1ccccc1,96,-4,-5,0,4,-0.7,6,2,0,-3
# (further entries)
SMILES,ABCB6 inh MLPCN,HTR2A ag,Cardio protect,N-glyco inh,SRC2 inh,MC4R ag barr,ABHD5-PLIN5 inh,MC4R antag cAMP,TLR9-MyD88 inh,NOD2-RIPK2 inh
CC1CCCC(C)N1CCOc1cc(N)ccc1C#N (configuration not stated),88,-2,3,3,-9,-1.7,4,6,-4,10
CCN1CC(CNCc2cn(-c3ccc(OC)cc3)nc2-c2ccccc2Cl)CC1=O (configuration not stated),96,-4,-4,-1,9,-2.9,-1,-5,4,-6
CNC(=O)c1cn(-c2ccc(Cl)cc2)c(=O)c2ccccc12,99,1,-2,0,3,-1.0,1,19,3,-3
CCOC(=O)COn1c(-n2nc(C)cc2C)nc2ccccc2c1=O,97,1,6,4,-29,-0.1,5,-5,-8,-1
CN1/C(=C\C(=O)CSc2ncn[nH]2)C(C)(C)c2ccccc21,134,1,-15,0,-2,-1.9,-3,-5,4,1
Cc1ccccc1S(=O)(=O)Nc1nc2ccccc2nc1N1CCc2ccccc2C1,95,-5,-8,-1,-65,-2.1,2,-5,-11,-8
Cc1ccc(C(=O)OCC(=O)Nc2ccc(C)c(S(=O)(=O)N3CCCCC3)c2)c(O)c1,78,8,-22,-1,0,-0.1,5,6,-4,10
CC1=C(C(=O)N2CCOCC2)CC(CC(=O)NCc2cccs2)C(=O)N1Cc1ccc(F)cc1 (configuration not stated),99,0,-2,1,8,-0.7,0,-5,-3,3
C/C(=N\NC(=O)c1cccc(S(=O)(=O)N2CCOCC2)c1)c1cc2ccccc2o1,96,-2,14,0,-12,-0.7,-3,7,5,-6
COc1ccccc1Oc1nc(-c2ccccc2)cc(C)c1S(C)(=O)=O,97,-5,-6,-1,-15,0.3,-5,4,-3,8
CCS(=O)(=O)C1=NSC2=NC(=O)/C(=C\c3ccc(OC(=O)c4ccco4)c(OC)c3)C(=N)N21,90,-5,2,0,6,-2.6,1,-7,-7,-9
CC(C)=C1SC(N2CCN(c3ccc(C)cc3)CC2)=NC1=O,91,-3,-8,3,2,0.7,3,5,-2,-3
COc1ccc(-n2c(SCC(=O)Nc3ccc4c(c3)OCO4)nnc2C(C)N2CCCCC2)cc1 (configuration not stated),98,-9,2,-5,-30,0.7,4,5,2,-4
CC(=O)N1Cc2ccccc2C(C)CC12CCCCC2 (configuration not stated),102,-3,3,0,2,-1.5,1,2,-4,-6
O=C1c2ccccc2CN1CCNS(=O)(=O)c1ccc2ccccc2c1,98,3,23,1,-2,0.9,0,6,3,3
CC1CCN(S(=O)(=O)c2cnc(Cl)c(Br)c2)CC1,104,3,-7,-2,-15,-0.4,3,41*,-1,0

# Some of these compounds in order of heavy-atom count, smallest number first:
SMILES,ABCB6 inh MLPCN,HTR2A ag,Cardio protect,N-glyco inh,SRC2 inh,MC4R ag barr,ABHD5-PLIN5 inh,MC4R antag cAMP,TLR9-MyD88 inh,NOD2-RIPK2 inh
CC1CCCC(C)N1CCOc1cc(N)ccc1C#N (configuration not stated),88,-2,3,3,-9,-1.7,4,6,-4,10
COc1ccccc1Oc1nc(-c2ccccc2)cc(C)c1S(C)(=O)=O,97,-5,-6,-1,-15,0.3,-5,4,-3,8
CCS(=O)(=O)C1=NSC2=NC(=O)/C(=C\c3ccc(OC(=O)c4ccco4)c(OC)c3)C(=N)N21,90,-5,2,0,6,-2.6,1,-7,-7,-9
